Assay outcomes (PubChem BioAssay)
ERa coact pot – enhancers of ERα–SRC-1 coactivator binding, primary screen, biochemical, TR-FRET, ERα LBD, low estradiol. Estrogen receptor (Homo sapiens), P03372. TR-FRET ERalpha-LBD/SRC-Cy5 coactivator binding, 2 h; 100 = basal binding, no effect. coactivator binding (% of control), % at 25.6 µM. actives 1.3% (n = 86,000); in the data active means activity above about 200%;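 further: binding measured in presence of low estradiol as agonist stimulus; 0% = peptide alone without receptor and 100% = receptor with peptide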
sEH activator – soluble epoxide hydrolase activators, primary screen, biochemical, human sEH | purified human sEH enzymatic activity, activator screen | AID 717, 2007 | actives 0.04% (n = 91,000) | activation, % at 2 µM; in the data active means activation above about 37%; further: values of inactives mirror those of a sister screen read the other way
ERb coact inh – inhibitors of ERβ-SRC1 coactivator interaction, primary screen, biochemical, TR-FRET, ERβ LBD, SRC-1 peptide; Estrogen receptor beta (Homo sapiens), Q92731; TR-FRET ER-beta LBD / SRC1-Cy5 peptide binding; receptor agonist-loaded with 1 µM estradiol; inhibition, % at 25.6 µM; actives 1.3% (n = 86,000); AID 633, 2007;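 active means compounds whose percent inhibition of the receptor-coactivator binding signal exceeds about 50% in the single-dose screen, limit read from the data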;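 further: 0% = receptor plus peptide wells without compound and 100% = peptide-only wells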
Calb biofilm kill – clotrimazole potentiators killing Candida biofilms, primary screen, with clotrimazole, Alamar Blue; C. albicans biofilm + clotrimazole; inhibition, % at 6 µM; actives 0.14% (n = 85,000); AID 834, 2007;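 active means inhibition above 20%; inactive means inhibition below 20%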;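 further: preformed 24 hr biofilms exposed to compound for 48 hr; 0% = biofilm without compound and 100% = blank killed by clotrimazole plus chlorhexidine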
Smad3 inh – Smad3/FoxH1 peptide binding inhibitors, primary screen, biochemical, TR-FRET; Mothers against decapentaplegic homolog 3 (Homo sapiens), P84022; TR-FRET Smad3/Dy647-FoxH1 peptide binding, europium anti-His; inhibition, % at 25 µM; actives 0.29% (n = 88,000);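 active means compounds that reduce the energy-transfer binding signal between the protein and its labelled peptide by more than half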;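 further: 0% = Smad3 plus labelled peptide maximal FRET and 100% = peptide-only background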
CD11b adhes enh – enhancers of CD11b/CD18 adhesion to fibrinogen, primary screen, K562 cells, luminescence; actives 0.07% (n = 93,000); activation, % at 10 µM; Integrin beta-2 (Homo sapiens) + Integrin alpha-M (Homo sapiens), P05107+P11215; ATPlite luminescence;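 active means 10 µM primary screen giving 50% or more activity, confirmed by 40% or more on retest at that dose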; further: strong numbers were not always called active; reference of the scale not given here
Target sequence (P05107 whole entry, looked up, other chains not shown): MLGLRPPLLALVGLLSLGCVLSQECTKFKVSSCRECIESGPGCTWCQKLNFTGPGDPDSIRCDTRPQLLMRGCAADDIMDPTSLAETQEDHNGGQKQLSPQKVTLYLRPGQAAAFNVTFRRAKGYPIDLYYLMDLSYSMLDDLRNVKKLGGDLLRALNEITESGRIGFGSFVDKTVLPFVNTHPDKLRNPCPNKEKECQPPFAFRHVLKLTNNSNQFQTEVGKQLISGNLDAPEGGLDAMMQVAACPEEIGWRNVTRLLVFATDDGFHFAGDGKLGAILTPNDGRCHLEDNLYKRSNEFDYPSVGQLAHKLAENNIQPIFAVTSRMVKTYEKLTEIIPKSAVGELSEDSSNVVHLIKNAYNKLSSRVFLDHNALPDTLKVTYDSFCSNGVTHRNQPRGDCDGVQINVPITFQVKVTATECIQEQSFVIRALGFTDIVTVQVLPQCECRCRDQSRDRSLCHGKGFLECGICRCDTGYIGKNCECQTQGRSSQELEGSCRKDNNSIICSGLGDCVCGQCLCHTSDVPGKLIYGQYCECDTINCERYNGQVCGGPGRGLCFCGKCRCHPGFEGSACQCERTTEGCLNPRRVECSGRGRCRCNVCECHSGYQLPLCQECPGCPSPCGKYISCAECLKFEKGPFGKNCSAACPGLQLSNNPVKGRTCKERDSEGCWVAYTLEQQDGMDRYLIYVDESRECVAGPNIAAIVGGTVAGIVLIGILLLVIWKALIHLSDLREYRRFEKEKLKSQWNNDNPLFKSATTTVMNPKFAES
sEH inh – soluble epoxide hydrolase inhibitors, primary screen, biochemical, human sEH; Bifunctional epoxide hydrolase 2 (Homo sapiens), P34913; recombinant human sEH enzymatic activity assay; inhibition, % at 2 µM; actives 0.34% (n = 91,000); in the data active means inhibition above about 80%; further: values of inactives mirror those of a sister screen read the other way; many of its hits are not listed in these tables
Mac1 fbg inh – inhibitors of CD11b/CD18 adhesion to fibrinogen, primary screen, K562 cells, luminescence; Integrin beta-2 (Homo sapiens) + Integrin alpha-M (Homo sapiens), P05107+P11215; ATPlite luminescence; Mn2+ added to activate the integrin; inhibition, % at 10 µM; actives 0.54% (n = 93,000);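 active means primary inhibition of 50% or more at 10 µM, then 40% or more on retest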; further: some results filed as inactive read as strong as hits
MT1-MMP txn act – MT1-MMP promoter reporter activation – cell-based, luciferase luminescence, primary screen; HT1080 MT1-MMP promoter luciferase reporter, overnight; active compounds read high; activation factor at 10 µM; actives 0.16% (n = 86,000); AID 750, 2007;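 active means activation factor of at least 2 for MT1-MMP transcription at 10 µM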
An asterisk follows results filed as active; nt = not tested or not shown; [ ] = another dose, or the depositor's remark.

canonical_smiles,ERa coact pot,sEH activator,ERb coact inh,Calb biofilm kill,Smad3 inh,CD11b adhes enh,sEH inh,Mac1 fbg inh,MT1-MMP txn act
COc1ccc(C(C(=O)NC2CCCC2)N(C(=O)c2snc(-c3ccc(F)cc3)c2N)c2ccc(F)cc2)cc1 (stereo unspecified),nt,12,nt,nt,nt,-3,-11,10,nt
CCN1CCN(C(=S)Nc2ccc([N+](=O)[O-])cc2)CC1,nt,6,nt,nt,nt,-4,-3,-45,nt
O=C(O)c1ccc(Cl)c(S(=O)(=O)NCc2ccco2)c1,86[fluorescence artefact?],3,16,3,2,0,-4,-9,1.7
Cc1ccc(OCCCC(=O)N2CCOCC2)c(C)c1,123,10,-8,7,-4,3,-6,1,nt
CCOc1ccc(OCCCC(=O)O)cc1,nt,-17,nt,nt,nt,0,18,8,nt
Cc1cc(Br)ccc1NC(=O)CNC(=O)CN(C)Cc1nc2ccccc2c(=O)[nH]1,105,-15,-13,3,5,0,14,4,1.1
CC1CC(C)CN(CCCn2c(=S)[nH]c3ccccc3c2=O)C1 (stereo unspecified),105,10,1,11,13,0,-8,-29,nt
CC1CC(C(F)(F)F)n2nc(C(=O)O)cc2N1 (stereo unspecified),91,-3,34[fluorescence artefact?],2,-6,-5,1,-1,nt
O=C(Cn1nc(-c2ccccc2)c2ccccc2c1=O)Nc1ccccn1,107,0,-4[fluorescence artefact?],5,-9,5,1,6,1.4
Cc1nn(-c2ccc(F)cc2)c(Cl)c1/C=C(\CC(=O)O)c1nc2ccccc2s1,101,13,9[fluorescence artefact?],-2,-8,nt,-10,nt,1.1
O=C(C(NS(=O)(=O)c1cccc2nsnc12)c1ccccc1)N1CCN(c2ccccn2)CC1 (stereo unspecified),98,10,0,7,7,nt,-8,nt,1.3
O=C(O)C1CCCN1C(=O)Nc1ccc(F)cc1 (stereo unspecified),93,-9,-2,4,3,-3,14,-2,1.1
O=C1NC(c2ccncc2)C(C(=O)c2cccs2)C(O)(C(F)(F)F)N1 (stereo unspecified),103,nt,5,1,-23,nt,nt,nt,1
CCC(c1nnnn1CCC(C)C)N1CCC(C(N)=O)CC1 (stereo unspecified),101[fluorescence artefact?],0,0,3,-3,2,0,2,1.1
Cc1ccc(NC(=O)C(C)Sc2nnc(-c3cccnc3)o2)cc1 (stereo unspecified),95,8,9,5,-10,-2,-10,0,1.2
COc1ccccc1C(OC(=O)c1ccco1)C(=O)NC(C)(C)C (stereo unspecified),104,-4,-5,0,4,0,6,0,1.4
Cc1ccccc1C(=O)Nc1ccc(Br)c(C)n1,123,4,-7[fluorescence artefact?],11,4,-3,0,1,1.4
COc1cc(S(=O)(=O)NCCN2CCOCC2)c(OC)cc1Cl,87,20,8[fluorescence artefact?],-3,-1,-1,-20,-23,1.2
COc1cccc(-n2nnnc2SCC(=O)Nc2nc3c(s2)CCCC3)c1,109,4,-7,4,9,nt,-1,nt,1.2
O=C(NCc1ccco1)C1CCN(S(=O)(=O)Cc2ccccc2)CC1,101[fluorescence artefact?],0,-23,8,5,nt,5,nt,1.1

Next section:
canonical_smiles,ERa coact pot,sEH activator,ERb coact inh,Calb biofilm kill,Smad3 inh,CD11b adhes enh,sEH inh,Mac1 fbg inh,MT1-MMP txn act
O=C(c1cc(C2CC2)on1)N1CCN(C(c2ccccc2)c2ccccc2)CC1,nt,-10,nt,nt,nt,4,10,4,1.1
COc1ccc(-c2cc(C(F)(F)F)c3c(=O)n(-c4ccccc4)[nH]c3n2)cc1,74[fluorescence artefact?],-6,29,-1,6,nt,6,nt,1.1
CCOC(=O)N1CCN(C(=O)c2oc(=O)c3ccccc3c2-c2ccc(C)cc2)CC1,112,22,-5,6,18,0,-20,-4,1.1
CCSc1nnc(N2C(=O)CC(c3ccsc3)C3=C2CC(C)(C)CC3=O)s1 (stereo unspecified),65,-10,-6,3,3,1,9,-5,1.2
Cc1[nH]c2ccc(-c3nnc(SCC(=O)c4ccccc4F)o3)cc2c1C,62,8,46,9,0,34,-8,-2,1.2
COc1ccc(N2CCN(C(=O)CSc3nnc4ncccn34)CC2)cc1,102,nt,0[fluorescence artefact?],1,-18,0,nt,1,1.2
Cn1cc(Br)c(C(=O)NC2CCCCC2)n1,101,-5,2,10,2,-2,9,-5,1.1
Cc1cc(COc2ccccc2OCCN2CCN(C)CC2)no1,116,-3,-1,2,-4,-1,5,-22,nt
CC(C)Oc1ccccc1C1CC(=O)Nc2cc3c(cc21)OCO3 (stereo unspecified),92,6,4,1,0,1,-2,-3,0.5
Cc1oc(-c2cccc(Cl)c2)[n+]([O-])c1C,99,-11,4[fluorescence artefact?],5,-1,nt,8,nt,1.1
O=C(c1cc(-c2ccncc2)nc2ccccc12)N1CCN(c2ccccn2)CC1,108,nt,-21,1,9,4,nt,1,0.9
CCn1c(SCC(=O)NCc2ccco2)nnc1-c1ccc(N)cc1,nt,4,nt,nt,nt,-4,-4,8,1.1
O=C(CCCCCn1c(=S)[nH]c2ccccc2c1=O)N1CCOCC1,82[fluorescence artefact?],6,4[fluorescence artefact?],1,-4,0,-3,6,1.1
COC(=O)/C=c1\sc2ncnn2c1=O,91,4,-1,5,4,-2,-1,-3,1.2
Cc1ccccc1NC(=O)CSC1=C(C#N)C(c2ccsc2)CC(=O)N1 (stereo unspecified),112,4,-5[fluorescence artefact?],5,18,-5,-6,-4,nt
CCOc1ccc(C(=O)N2CCc3cc(OC)c(OC)cc3C2)cc1OCC,nt,-4,nt,nt,nt,1,3,-23,nt
Cc1cccn2c(=O)c3cc(C#N)c(=N)n(CC4CCCO4)c3nc12 (stereo unspecified),96,-2,-5,0,-1,nt,5,nt,1.2
CCCC(=O)Nc1cc(-c2nc3ncccc3o2)ccc1C,95,3,-23,2,13,nt,0,nt,1.2
CCCCC(C(=O)NC(C)(C)C)N(Cc1ccco1)C(=O)c1snc(C(N)=O)c1N (stereo unspecified),nt,-12,nt,nt,nt,0,13,-6,nt
COc1ccc2nc(SCC(=O)/C(C#N)=C(\C)N)[nH]c2c1,104,13,23,5,11,-1,-11,-4,1.2

More structures follow.
canonical_smiles,ERa coact pot,sEH activator,ERb coact inh,Calb biofilm kill,Smad3 inh,CD11b adhes enh,sEH inh,Mac1 fbg inh,MT1-MMP txn act
O=C1CCC(/C=C/c2ccccc2)=NN1Cc1ccc(Cl)c(Cl)c1,100,-5,-1,1,-3,-2,6,12,1.2
Cc1cc(C)c(NC(=O)CCCN2CCOCC2)c(C)c1,105,-7,-2,6,-2,-4,10,4,1.1
CCCCNC(=O)C(Cc1ccccc1)NS(=O)(=O)c1ccc2c(c1)c(=O)n(C)c(=O)n2C (stereo unspecified),122[fluorescence artefact?],20,12,12,-8,3,-21,6,nt
CCOC(=O)C1=C(O)/C(=C\c2ccc(CNC(=O)C(=O)Nc3ccc(C)c(C)c3)o2)N=C1C,115[fluorescence artefact?],22,55*,69*,18,22,-25,0,1
C=CCn1c(SCC(=O)Nc2ccccc2)nc2scc(-c3cccs3)c2c1=O,nt,-11,nt,nt,nt,4,11,12,nt
Cc1ccc(CN2CCN(/N=C/c3cc(Br)ccc3O)CC2)cc1,nt,4,nt,nt,nt,14,-2,-14,nt
O=C(c1cnn2c(C(F)F)cc(-c3ccccc3)nc12)N1CCCc2ccccc21,124,0,-8,4,4,4,3,-29,nt
CCCSc1nc2c(c(=O)n1-c1ccc(OCC)cc1)SCC2,119,nt,-2,8,13,-1,nt,1,1.1
CC(C)(C)C(=O)Nc1nnc(SCc2ccc(F)cc2)s1,102,-5,-4,1,19[fluorescence artefact?],-3,4,-4,1.6
COc1ccc(-c2nnc(NC(=O)C(C)C)o2)cc1,134,25,-14[fluorescence artefact?],3,-5,0,-21,-14,1.1
Cc1cccc(C)c1-n1c(SCC(=O)NCc2ccco2)nc2ccccc2c1=O,102[fluorescence artefact?],-1,-5,6,1,nt,4,nt,1.1
CCN(CC)CCNC(=O)Cc1c(C(=O)O)n(C)c2ccccc12,121,-5,-2,10,-2,-1,5,-4,1.1
CCOC(=O)N1CCN(C(=O)CSc2nc3c(c(=O)n2-c2ccccc2OC)SCC3)CC1,108,-9,-2[fluorescence artefact?],6,3,nt,8,nt,1
CCCCC(=O)Nc1cc(OC)c(NC(=O)C2CCCCC2)cc1OC,104,8,1[fluorescence artefact?],6,18,-4,-6,-5,1
O=C(COC(=O)CN1C(=O)c2ccccc2C1=O)Nc1ccc(S(=O)(=O)N2CCCC2)cc1,nt,-16,nt,nt,nt,-3,15,-14,nt
c1ccc(-c2nnc(-c3ccccc3)c(-c3c[nH]c4ccccc34)n2)cc1,96,3,-2,5,0,0,1,0,1.2
COCCc1nnc(NC(=O)Cc2ccccc2)s1,138,nt,-4,6,-3,0,nt,16,1.2
Cc1cccc(C(=O)Nc2ccccc2-c2nnn(CC(=O)Nc3ccc4c(c3)OCCO4)n2)c1,nt,-3,nt,nt,nt,9,4,0,nt
CCN1CCN(C(CNC(=O)c2ccc3c(c2)OCO3)c2cccnc2)CC1 (stereo unspecified),106,11,11,7,2,2,-12,-5,1.1
C=CCNc1nnc(SC2CC(=O)N(c3ccc(OC)cc3)C2=O)s1 (stereo unspecified),103,11,5,11,-3,0,-13,9,1

Some of the entries so far, with values under each structure:
The line under a structure holds: ERa coact pot, sEH activator, ERb coact inh, Calb biofilm kill, Smad3 inh, CD11b adhes enh, sEH inh, Mac1 fbg inh, MT1-MMP txn act
COc1ccc(-c2nnc(NC(=O)C(C)C)o2)cc1
→ 134, 25, -14[fluorescence artefact?], 3, -5, 0, -21, -14, 1.1
Cc1cccc(C)c1-n1c(SCC(=O)NCc2ccco2)nc2ccccc2c1=O
→ 102[fluorescence artefact?], -1, -5, 6, 1, nt, 4, nt, 1.1

Following part
canonical_smiles,ERa coact pot,sEH activator,ERb coact inh,Calb biofilm kill,Smad3 inh,CD11b adhes enh,sEH inh,Mac1 fbg inh,MT1-MMP txn act
CCCn1c(C2CC(=O)N(c3ccc(C)cc3)C2)nc2ccccc21 (stereo unspecified),114,3,-4,10,14[fluorescence artefact?],nt,-1,nt,1
O=C(Cn1cc(C(F)(F)F)ccc1=O)N1CCN(S(=O)(=O)c2ccc(Cl)cc2)CC1,95[fluorescence artefact?],-11,11,7,-8,3,10,-28,1.5
COc1ccccc1NC(=O)c1oc2ccccc2c1NC(=O)c1cc(OC)c(OC)c(OC)c1,118,5,0,4,4,nt,-5,nt,1.1
COC(=O)c1cc(OC)c(OC)cc1NC(=O)c1oc2ccccc2c1C,144,-14,-5,2,9,nt,13,nt,1.1
CCOC(=O)CNc1nc(C#N)nc(N2CCOCC2)n1,103,8,1,-3,7,-6,-8,7,1
O=[N+]([O-])c1ccc(N2CCCCCC2)c(S(=O)(=O)N2CCCCC2)c1,nt,0,nt,nt,nt,-1,0,-11,nt
Cc1cccc(CSc2nnc(NC(=O)CSc3nnc(C)s3)s2)c1,nt,-12,nt,nt,nt,-3,13,-3,nt
CCOc1ccc(/C(O)=C2/C(=O)C(=O)N(c3cc(C)on3)C2c2ccc(C(=O)OC)cc2)cc1 (stereo unspecified),130,0,5,7,1[fluorescence artefact?],-2,1,2,1.2
Cc1nn(C)c(C)c1/C=N/N=C1\CCC2C3CCc4cc(O)ccc4C3CCC12C (stereo unspecified),nt,15,nt,nt,nt,3,-12,15,nt
O=C(CNC1C(=O)Nc2ccccc21)Sc1ccccc1 (stereo unspecified),125,nt,4[fluorescence artefact?],5,-6,3,nt,7,1.1

Not all compounds are listed; count on the stated rates, not on these rows.
